Compound activity as filed in PubChem.
Nrf2 ARE act = qHTS of Nrf2 Activators; AREc32 ARE-luciferase reporter (MCF7-derived line), luminescence, 24 h; Potency, µM (highest dose often 46.1 µM), inactives show at the top dose activation, most hits filed as activators; 410,000 tested, 0.31% active; note: potency is the fitted concentration of half-maximal effect; % of control where 0% means no effect; nearly all actives have a fitted effect of over 65% in size
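AREc32 cells carrying an ARE-driven firefly luciferase reporter were seeded at 1000 cells/well in OPTI-MEM with 5% FBS, then exposed to compound for 24 hr at 37 deg C. Luminescence was read with Steady-Glo after 30 min at RT.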
EPAC2 agonist = qHTS for Agonist of cAMP-regulated guanine nucleotide exchange factor 4 (EPAC2): primary screen; Rap guanine nucleotide exchange factor 4 (Homo sapiens), Q8WZA2; Potency, µM (doses to about 154 µM), without a hit: at the highest dose activation, actives largely listed as activators; AID 720711, 2013; EPAC2 activation, biochemical qHTS; response scale: 100% = 6.5 mM cAMP response; 360,000 tested, 0.079% active; note: potency is the fitted concentration of half-maximal effect; nearly all actives have a fitted effect of over 50% in size
Target sequence (Q8WZA2 whole entry, looked up): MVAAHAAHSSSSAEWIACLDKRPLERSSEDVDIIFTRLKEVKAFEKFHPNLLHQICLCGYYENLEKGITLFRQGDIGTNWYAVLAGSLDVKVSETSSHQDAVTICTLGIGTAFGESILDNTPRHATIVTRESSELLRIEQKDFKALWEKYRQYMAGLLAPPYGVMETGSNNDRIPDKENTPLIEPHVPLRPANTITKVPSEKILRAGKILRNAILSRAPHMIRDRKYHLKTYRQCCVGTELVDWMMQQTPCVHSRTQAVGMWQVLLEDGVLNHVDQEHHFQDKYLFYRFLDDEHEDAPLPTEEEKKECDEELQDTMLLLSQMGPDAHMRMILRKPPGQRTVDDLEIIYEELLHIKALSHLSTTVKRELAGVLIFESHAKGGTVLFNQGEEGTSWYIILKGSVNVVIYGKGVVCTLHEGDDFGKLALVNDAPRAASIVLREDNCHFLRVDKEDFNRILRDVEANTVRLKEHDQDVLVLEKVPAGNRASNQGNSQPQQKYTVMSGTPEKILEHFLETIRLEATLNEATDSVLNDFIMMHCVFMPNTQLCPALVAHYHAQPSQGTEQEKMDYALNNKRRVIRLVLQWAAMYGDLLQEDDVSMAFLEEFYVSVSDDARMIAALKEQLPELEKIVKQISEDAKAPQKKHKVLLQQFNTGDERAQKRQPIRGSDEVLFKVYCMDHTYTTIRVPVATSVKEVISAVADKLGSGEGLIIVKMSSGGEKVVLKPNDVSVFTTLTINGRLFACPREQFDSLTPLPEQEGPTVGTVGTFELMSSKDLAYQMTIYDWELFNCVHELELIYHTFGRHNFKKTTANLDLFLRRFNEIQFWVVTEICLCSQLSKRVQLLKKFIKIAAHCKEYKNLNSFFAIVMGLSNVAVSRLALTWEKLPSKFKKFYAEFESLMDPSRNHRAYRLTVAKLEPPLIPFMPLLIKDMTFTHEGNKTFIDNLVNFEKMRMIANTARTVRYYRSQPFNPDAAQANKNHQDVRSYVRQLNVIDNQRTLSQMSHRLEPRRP
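Guanine nucleotide exchange by EPAC2 is measured as reduced fluorescence of BODIPY-GDP once it is released from 250 nM Rap1B. Plates are read kinetically for 30 min at room temperature; results are scaled to 6.5 mM cAMP.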
A549 viability = Nrf2 qHTS screen for inhibitors: counterscreen for cytotoxicity. 390,000 tested, 0.16% active. Potency, µM (doses to about 46 µM), inactives show at the top dose activity change, negative = cytotoxicity, most hits filed as inhibitors. A549 ARE-Fluc cells, CellTiter-Fluor viability, 18-24 h; note: potency is the fitted concentration of half-maximal effect; % is set by controls: 0 for no effect and ±100 for the full control effect
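A549 ARE-Fluc cells in 5% FBS OPTI-MEM, 5000 cells/well, rested 2 h then exposed to compounds in concentration-response for 18-24 h at 37 °C. Viability by CellTiter-Fluor fluorescence (Ex 405/Em 525) after 30 min; luciferase luminescence (BugLite, 15 min, RT) read afterwards.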
HepG2 viability = qHTS for Inhibitors of TGF-b: Cytotox Counterscreen; HepG2 CAGA-GFP viability, ATP luminescence, 18 h; Potency, µM (highest dose often 46.1 µM), inactives show top-dose activity change, negative = cytotoxicity, usual class: cytotoxic; 410,000 tested, 0.76% active; note: potency is the fitted concentration of half-maximal effect; some results filed as inactive show a strong effect at the top dose
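HepG2 CAGA-GFP cells (1000/well, DMEM with 1% FBS) received compound, then TGF-beta at 500 pg/mL final, and were incubated 18 hours at 37 degrees C. Viability was read by CellTiter-Glo luminescence. Media-only wells were set as complete cell-killing and DMSO as no toxicity.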
IL-2 act = qHTS of IL-2 Activators. IL-2 activation reporter assay, cell-based qHTS; stimulated with anti-CD3/CD4/CD28 beads; in transgenic mouse T cells. activation, % (series mostly up to about 46 µM). 360,000 tested, 0.065% active; in the data active = activation above about 50%; inconclusive = mostly about 30% to 49%; note: 0% is about no effect
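Readout is EGFP and DsRed signal by fluorescent plate cytometry after 18 h at 37 degrees C. Transgenic mouse T cells (750/well) received compound for 60 min before bead stimulation (anti-CD3, anti-CD4, anti-CD28); memory T cells served as non-tolerant control.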
Nrf2 block = Nrf2 qHTS screen for inhibitors | 360,000 tested, 2.1% active | A549 ARE-Fluc reporter, luciferase luminescence, 18-24 h | AID 504444, 2011 | Potency, µM (titrated, usually from 46 µM), without a hit: at the highest dose activity change, negative = inhibition, hits mostly inhibitors; note: potency is the fitted concentration of half-maximal effect; % is set by controls: 0 for no effect and ±100 for the full control effect; nearly all actives have a fitted effect of over 60% in size
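Nrf2 function is reported as luminescence of an ARE-controlled luciferase in A549 cells. Compounds were tested at several concentrations, and a CellTiter-Fluor read on the same wells flagged cytotoxicity.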
S2 tox = Viability Counterscreen for Primary qHTS for Inhibitors of ATXN expression; S2 cells (HEK-293 line with an ATXN2-luciferase reporter) viability, CellTiter-Fluor protease fluorescence, 24 h; Potency, µM (series often up to 56.7 µM), hits mostly cytotoxic; 400,000 tested, 0.49% active; AID 651635, 2014; note: potency is the fitted concentration of half-maximal effect; nearly all actives have a fitted effect of over 40% in size
ATXN2 expr inh = Primary qHTS for Inhibitors of ATXN expression. Potency, µM (series often up to 57 µM), without a hit: at the highest dose activity change, negative = inhibition, actives largely listed as inhibitors. 360,000 tested, 0.72% active. HEK-293 ATXN2-luciferase reporter, luminescence, 24 h; note: potency is the fitted concentration of half-maximal effect; % is set by controls: 0 for no effect and ±100 for the full control effect; nearly all actives have a fitted effect of over 55% in size
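qHTS (up to 57 uM final) was run with 24 h compound exposure of reporter cells at 37 °C. Each well was multiplexed: SteadyGlo luminescence measured ATXN2-luciferase expression after a fluorogenic Gly-Phe-AFC viability readout (25 uM final).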
TGFb inhibitor = qHTS for Inhibitors of TGF-b; Potency, µM (titrated, usually from 46.1 µM), for the others: at the highest dose activity, negative = inhibition, actives largely listed as inhibitors; 410,000 tested, 1.2% active; HepG2 CAGA-GFP TGF-b/SMAD3 reporter, GFP fluorescence, 18 h; TGF-beta stimulated, 500 pg/mL final; note: potency is the fitted concentration of half-maximal effect; % is set by controls: 0 for no effect and ±100 for the full control effect; nearly all actives have a fitted effect of over 65% in size
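Inhibition of TGF-beta-driven CAGA-GFP reporter expression in HEPG2 cells is measured by cellular GFP fluorescence after 18 h stimulation with 500 pg/mL recombinant TGF-beta in 1% FBS medium at 37 degrees C.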
An asterisk follows results filed as active; i = inactive; ? = inconclusive; · = not tested or not shown; [ ] = another dose, or the depositor's remark. Unless noted, calls come from the whole dose curve; as a rule, active = well fitted curve in the direction sought with a large enough effect; inconclusive = small, poorly fitted or top-dose-only effect, or another doubt; inactive = no such curve, though single readings can be large; an effect the other way counts as inactive or inconclusive. Random draw from the library; about 4.3% have a hit in one of these screens.

SMILES	Nrf2 ARE act	EPAC2 agonist	A549 viability	HepG2 viability	IL-2 act	Nrf2 block	S2 tox	ATXN2 expr inh	TGFb inhibitor
COc1ccc(Cc2n[nH]c(=S)n(N)c2=O)cc1	-0.5%	8%	1%	0%	-2.5	4%	·	2%	0%
Cc1c(Cl)cccc1NC(=O)C1CCCN(S(C)(=O)=O)C1 (configuration not stated)	-0.5%	5%	1%	-3%	0.2	-4%	?	18%	-10%
O=C(Nc1cc(F)ccc1F)c1ccc2c(=O)n3c(nc2c1)CCC3	0.1%	7%	·	45%	-1.3	·	i	·	15%
COc1ccc(C(CC(=O)c2ccc(O)cc2)S(=O)(=O)c2ccc(C)cc2)cc1 (configuration not stated)	13µM*	27%	-15%	-36%	-3.0	6%	i	74%[activator]	-7%
COc1ccc(C(C(=O)NC2CCCC2)N(C(=O)c2ccoc2C)c2ccc(C)cc2)cc1 (configuration not stated)	0.3%	8%	-9%[1.84 µM]	-20%	-1.9	?	i	-4%	?
Cc1ccc(-c2c3c(=O)n(C)c(=O)n(C)c3c3n2-c2ccccc2NC3c2ccc(C)cc2O)cc1 (configuration not stated)	-3.9%	·	16%	-97%	·	?	?	?	6.3µM*
S=c1[nH]cc(-c2ccccc2)n1-c1ccccc1	-0.5%	1%	-3%	5%	-3.3	-9%	i	-11%	-15%
Cc1cccc(N2CCN(C(=S)c3ccc(-c4ccccc4[N+](=O)[O-])o3)CC2)c1	2.2%	2%	?	1%	-4.6	-18%	i	-35%	?
CC1CCN(S(=O)(=O)c2ccc(NC(=O)CCNC(=O)c3ccc(Cl)cc3)cc2)CC1	0.3%	1%	-1%	2%	3.3	2%	i	-1%	-4%
COc1ccccc1NC(=O)CN1CCC(n2nnc3cc(F)ccc32)CC1	-0.1%	0%	-1%	-16%	-2.8	?	i	0%	?

Whole records from above:
Listed for COc1ccc(Cc2n[nH]c(=S)n(N)c2=O)cc1 : Nrf2 ARE act: -0.5%; EPAC2 agonist: 8%; A549 viability: 1%; HepG2 viability: 0%; IL-2 act: -2.5; Nrf2 block: 4%; S2 tox: ·; ATXN2 expr inh: 2%; TGFb inhibitor: 0%
Listed for O=C(Nc1cc(F)ccc1F)c1ccc2c(=O)n3c(nc2c1)CCC3 : Nrf2 ARE act: 0.1%; EPAC2 agonist: 7%; A549 viability: ·; HepG2 viability: 45%; IL-2 act: -1.3; Nrf2 block: ·; S2 tox: i; ATXN2 expr inh: ·; TGFb inhibitor: 15%

More compounds follow:
SMILES	Nrf2 ARE act	EPAC2 agonist	A549 viability	HepG2 viability	IL-2 act	Nrf2 block	S2 tox	ATXN2 expr inh	TGFb inhibitor
Cc1c(Cl)cccc1NC(=O)CN1C(=O)COc2ccc(S(=O)(=O)Nc3ccccc3)cc21	-0.7%	·	0%	-20%	·	24%	?	-9%	10µM*
CCS(=O)(=O)N1Cc2ccccc2CC1C(=O)N(C)CC(=O)Nc1ccc(OC)cc1 (configuration not stated)	-1.0%	0%	-7%	-29%	-0.5	6%	·	·	?
Cc1csc(-c2cnn(-c3ccccc3)c2NC(=O)c2cccc(F)c2)n1	7.5%	-20%	1%	-23%	-0.4	14%	i	4%	-3%
O=C(O)c1ccc(COCC(F)(F)C(F)F)o1	-0.7%	-2%	-7%	-2%	-0.9	3%	i	13%	-11%
CC12CC(O)C3C(CCC4=CC(=O)CCC43C)C1CCC2=CCO (configuration not stated)	-0.2%	8%	1%	-1%	-0.8	-13%	i	-7%	0%
CCCCN(C(=O)c1ccc([N+](=O)[O-])s1)c1c(N)n(CCCC)c(=O)[nH]c1=O	-0.8%	0%	?	-19%	0.2	?	i	-11%	-20%
Cc1ccc(SCC(c2ccccc2)N2CCN(CCc3ccccc3)CCC2=O)cc1 (configuration not stated)	·	·	-15%	-17%	·	-4%	·	·	?
C1CCC(CNc2c3c(nc4nnnn24)CCCC3)CC1	-0.4%	1%	-7%	-4%	-0.3	10%	i	-2%	16%
CN(Cc1ccccc1)C(=O)COC(=O)c1ccc(Cl)c(N)c1	-0.2%	12%	0%	-4%	-1.1	-6%	i	-11%	-2%
Cc1ccc(S(=O)(=O)N2CC(=O)NC(=O)C2)cc1	-0.6%	2%	-1%	4%	1.2	2%	i	4%	3%

An excerpt from above, reduced to TGFb inhibitor, ATXN2 expr inh and S2 tox.
compound	TGFb inhibitor	ATXN2 expr inh	S2 tox
CC12CC(O)C3C(CCC4=CC(=O)CCC43C)C1CCC2=CCO (configuration not stated)	0%	-7%	i
Cc1csc(-c2cnn(-c3ccccc3)c2NC(=O)c2cccc(F)c2)n1	-3%	4%	i
Cc1ccc(SCC(c2ccccc2)N2CCN(CCc3ccccc3)CCC2=O)cc1 (configuration not stated)	?	·	·
Cc1ccc(S(=O)(=O)N2CC(=O)NC(=O)C2)cc1	3%	4%	i
CCS(=O)(=O)N1Cc2ccccc2CC1C(=O)N(C)CC(=O)Nc1ccc(OC)cc1 (configuration not stated)	?	·	·

Following part.
SMILES	Nrf2 ARE act	EPAC2 agonist	A549 viability	HepG2 viability	IL-2 act	Nrf2 block	S2 tox	ATXN2 expr inh	TGFb inhibitor
CCCN(C(=O)C1=COCCO1)c1c(N)n(Cc2ccccc2)c(=O)[nH]c1=O	-0.6%	-1%	0%	5%	-0.1	-5%	i	-5%	20%
CNC(=O)C1(CC(C)C)C=CCN1C(C)=O (configuration not stated)	-0.5%	5%	-6%	4%	0.3	12%	i	30%	-14%
O=C(N/N=C/c1cccnc1)c1cccc(S(=O)(=O)Nc2cccc(Cl)c2)c1	2.3%	1%	3%	-2%	-0.5	3%	i	-22%	-1%
COc1cc(C(=O)Nc2ccc(NC(=O)c3ccc(Br)cc3)cc2)cc(OC)c1OC	-1.1%	·	20%	3%	·	4%	i	6%	-29%
CC(C)(C)c1ccc(OCC(=O)NNC(=O)c2cccnc2)cc1	0.4%	11%	-3%	-11%	-0.2	?	i	0%	-6%
COc1cccc(-n2c(Cn3nc(C(F)(F)F)cc3C)n[nH]c2=S)c1	0.4%	-6%	-4%	1%	-0.2	2%	i	2%	0%
CC(C)C(C)NC(=O)COC(=O)/C=C/c1ccc(S(=O)(=O)N2CCc3ccccc32)cc1 (configuration not stated)	-0.5%	-4%	-6%	16%	-0.8	?	i	-2%[11.3 µM]	28%
COc1ccc(NS(=O)(=O)c2ccc(SC)cc2)cc1	2.5%	6%	0%[1.84 µM]	-15%	0.8	?	i	-13%	-13%
N#CC(C#N)c1ccnc2ccccc12	-2.3%	11%	·	-3%	-1.1	·	?	·	-3%
CNC[C@@H]1Oc2ccc(NS(=O)(=O)c3ccc(Cl)cc3)cc2C(=O)N([C@H](C)CO)C[C@@H]1C	-1.4%	-6%	-2%	0%	0.3	1%	i	4%	?
COC(=O)c1ccc2c(c1)SC1=C(CCCC1=O)N2	2.9%	-21%	-6%	-22%	-5.8	-8%	i	34%[activator]	-15%
O=C(NCC(=O)N(c1ccccc1)C(C(=O)NC1CCCCC1)c1ccncc1)c1ccco1 (configuration not stated)	0.2%	5%	-6%	2%	3.1	-9%	i	9%	-4%
CCOC(=O)[C@H]1[C@H]2COc3ccc(Br)cc3[C@@H]2N2C(=O)c3ccc(C)cc3NC(=O)[C@@]12C	1.0%	14%	0%	-1%	-0.2	10%	?	-3%	-26%
CCc1ccc(OCC(=O)N2CC(C(=O)OC)Oc3ccccc32)cc1 (configuration not stated)	-0.6%	7%	19%	-1%	0.4	-17%	i	·	-13%
COc1ccc(CCn2c(=N)c(C(=O)NCCN3CCOCC3)cc3c(=O)n4cccc(C)c4nc32)cc1OC	1.5%	2%	-22%	-17%	-1.2	-1%	?	-2%	1%
O=C(COc1ccc(-n2cnnn2)cc1)Nc1cccc(Cl)c1Cl	-0.4%	7%	0%	-9%	-3.1	-25%	i	-9%	-22%
O=C(Nc1ccncc1)c1cc(S(=O)(=O)N2CCCC2)ccc1Cl	0.3%	7%	1%	-20%	-0.8	?	i	·	-15%
O=C(NCCN1CCN(c2ccccc2)CC1)c1cccc(Br)c1	0.0%	-2%	-3%	-25%	-2.8	·	i	-10%	2%
CCOCC(=O)Nc1nc2ccc(OC)cc2s1	0.0%	7%	-3%	-19%	-2.3	·	i	15%	0%
Cc1nc2ccccc2c(=O)n1NC(=O)/C=C/c1ccc(Br)cc1	5.2%	5%	1%	0%	1.3	?	i	?	-9%
O=C(NCCN1CCCC1)c1ccc(Cn2c(=S)[nH]c3cc4c(cc3c2=O)OCO4)cc1	-0.3%	4%	·	-32%	0.9	-19%	i	-3%	-7%
Cn1ncc2nc(SCC(=O)Nc3ccc(Br)cc3F)n(Cc3ccccc3)c(=O)c21	0.1%	·	-1%	-2%	·	-21%	i	6%	-11%
Cc1nc2ccn(Cc3ccco3)c(=O)c2cc1C(=O)NCc1ccc(Cl)cc1	?	·	1%	-20%	·	?	·	·	10µM*
CCN(C(=O)COC(=O)/C=C/c1ccc(O)c(OC)c1)C1CCS(=O)(=O)C1 (configuration not stated)	0.2%	-1%	1%	5%	0.2	3%	i	27%	9%
O=C(CCCOc1ccccc1)Nc1ccc2c(c1)OCCO2	0.1%	6%	5%	-3%	0.3	1%	i	59%[activator]	-7%
COc1ccc(-c2cc(-c3ccccc3)nc(=O)[nH]2)cc1	-0.1%	-4%	0%	-19%	-0.8	10%	i	9%	-5%
CC1CCN(C(=O)c2[nH]cnc2C(=O)Nc2nccs2)CC1	-1.0%	1%	2%	-4%	0.1	0%	i	8%	?
